Screens: PubChem BioAssay, NCI
Growth percent in the NCI-60 one-dose screen (48 h, 10 µM unless noted): 100 = growth as untreated, 0 = no growth, -100 = all killed.
SW-620: SW-620 colon cancer; 5.2% of 82,000 active
OVCAR-4: OVCAR-4 ovarian cancer cells | 3.7% of 80,000 active
KM12: KM12 colon cancer cells; 5% of 82,000 active
HT29: HT29 colon cancer | 7.4% of 81,000 active | AID 1794748
COLO 205: COLO 205 colon cancer | 7.3% of 79,000 active | AID 1794742
IGROV1: IGROV1 ovarian cancer; 4.7% of 79,000 active; AID 1794786
HCT-116: HCT-116 colon cancer; AID 1794798; 7.3% of 82,000 active
SK-OV-3: SK-OV-3 ovarian cancer cells. 3.2% of 80,000 active
HCT-15: HCT-15 colon cancer; 5.2% of 82,000 active; AID 1794746
Starred values were filed as active, the others as inactive; / = not tested or not shown. How the source made its calls: active means growth percent below 10; inactive means the rest.

entry	mol	SW-620	OVCAR-4	KM12	HT29	COLO 205
1	Nc1nc(Nc2cccc(F)c2)nc2ccccc12	35.1	40.4	59.2	6.9*	-54.1*
2	CCOC(=O)c1c(O)cc(-c2ccc3c(c2)OCO3)cc1-c1sc(N(C)Cc2ccccc2)nc1Cl	97.7	110.0	97.3	102.7	115.6
3	CN1CCN(c2ccc(Nc3nc(N4CCN(S(=O)(=O)c5ccc(F)cc5)CC4)c4sccc4n3)cc2)CC1	-63.8*	-89.3*	-74.8*	-63.1*	-79.9*
4	O=S(=O)(Nc1nccs1)c1ccc(Nc2nc(-c3ccncc3)cs2)cc1	98.1	114.5	105.2	120.4	93.2
5	O=c1oc2ccc(F)cc2c(=O)n1-c1ccc(Br)cc1F	10.2	11.9	0.3*	32.6	27.7
6	Clc1cccc(Nc2ncnc3onc(-c4ccccc4)c23)c1	101.7	64.0	100.9	81.5	114.6
7	O=c1[nH]c2ccc(Oc3ncccn3)cc2c(=O)n1Cc1cccc(NS(=O)(=O)c2ccc(F)cc2)c1	92.8	104.9	93.9	95.2	/
8	COc1cccc(OC)c1-c1nnn(C)c1C(=S)N1CCN(c2ccc(C#N)cc2Cl)CC1	93.0	99.6	99.7	106.1	104.3
9	COc1ccc(CN2CCO[C@H](COc3ccccc3)C2)cc1F	103.1	94.1	105.2	102.8	111.0
10	CCOc1cccc(/C=N\Nc2nc(=O)cc(C(=O)OC)s2)c1O	79.3	49.3	75.3	76.1	91.6
11	N#Cc1ccc(-c2nn(-c3ccc(C(=O)O)cc3)cc2CNc2ccccc2)cc1	99.2	84.3	101.4	105.3	108.5
12	C[C@]12CC[C@@H]3c4ccc(O)c([N+](=O)[O-])c4CC[C@H]3[C@@H]1CCC2=O	100.2	81.1	91.1	95.5	158.7

entry	IGROV1	HCT-116	SK-OV-3	HCT-15
1	28.0	23.1	72.7	33.4
2	106.4	71.7	114.4	99.7
3	-86.4*	-51.1*	-87.2*	-79.8*
4	84.1	93.8	107.7	102.6
5	17.0	2.2*	-3.0*	2.9*
6	32.8	91.2	/	84.9
7	102.3	88.1	95.7	96.2
8	74.1	84.9	94.8	89.0
9	92.2	91.0	109.0	99.8
10	61.8	22.0	95.6	45.6
11	113.3	79.7	109.0	80.2
12	80.6	105.0	123.3	94.4

Next part
entry	mol	SW-620	OVCAR-4	KM12	HT29	COLO 205
13	COc1cccc(Nc2ccnc3[nH]c4ccc([N+](=O)[O-])cc4c23)c1	56.5	27.2	27.2	24.3	51.7
14	Cc1ccc(C)n1-c1ccsc1C(=O)NNC(=O)C(Cl)Cl	101.9	96.9	101.2	105.7	120.0
15	CCCCCCCCCCCCCCCCCN(C)C(=O)OCC	94.4	116.3	92.4	108.4	101.3
16	C=C1C(=O)O[C@H]2[C@H]1CC/C(Cn1cc(CNC(=O)c3cc4ccccc4[nH]3)nn1)=C\CC[C@@]1(C)O[C@@H]21	-32.5*	83.0	68.9	11.4	-34.4*
17	CCN(C(=S)Nc1cccc2ccccc12)c1ccccc1	114.8	/	112.0	110.2	113.3
18	COc1ccc(-c2nc(N/N=C/c3cccc(F)c3)nc(N3CCOCC3)c2C#N)cc1	93.4	94.7	98.9	82.3	75.8
19	COc1cc(CNC(=O)/C=C/c2ccccc2)ccc1OCc1cn(-c2ccccc2F)nn1	104.6	95.9	105.4	110.6	/
20	COc1ccc2c(c1)C(=O)N(C)C2C1c2c(cc3c(c2OC)OCO3)CCN1C (stereo not given)	23.9	69.4	15.9	33.2	33.1
21	C/C(=C(/C)C1CC1CCNS(=O)(=O)c1ccc(C)cc1)c1ccc(C)cc1 (stereo not given)	104.2	79.6	92.8	100.4	115.6
22	CS(=O)(=O)c1ccc(C(=O)N/N=C/c2cccnc2)cc1	100.2	112.7	103.0	86.7	98.8
23	C=NC(C(=O)NC1C(=O)N2C1SC(C)(C)C2C(=O)O)c1ccccc1 (stereo not given)	107.4	100.1	112.6	112.0	114.8
24	Cc1c(CCNC=O)cc(C)c2c3c(oc12)CCCC3	96.6	95.9	104.0	95.2	113.0

entry	IGROV1	HCT-116	SK-OV-3	HCT-15
13	33.1	24.5	47.5	31.4
14	107.9	105.0	95.7	102.6
15	105.1	110.5	105.3	102.2
16	71.0	4.2*	105.8	79.8
17	99.0	99.9	/	101.4
18	65.0	83.3	99.4	79.4
19	101.5	99.0	/	96.9
20	43.2	27.5	64.0	22.5
21	95.2	90.7	110.5	94.1
22	105.7	93.8	83.1	105.0
23	108.0	100.7	116.9	97.0
24	107.0	100.5	99.3	94.6

The list continues.
entry	mol	SW-620	OVCAR-4	KM12	HT29	COLO 205
25	Cc1cccc(Oc2ccc(Nc3ncnc4ccc(NC(=O)CN5CCN(C)CC5)cc34)cc2Cl)c1	3.7*	-13.5*	30.7	-30.1*	-43.4*
26	CCn1c(SCC(=O)Nc2ccc(/C(C)=N\O)cc2)nnc1-c1ccc(OC)c(OC)c1	104.8	97.8	106.5	102.2	92.2
27	CCc1cc(=O)n2c(-c3ccc(Cl)cc3)cnc2[nH]1	99.2	111.3	104.9	90.5	117.8
28	CC(=O)OC[C@H]1O[C@@H](OCc2cn(CC(=O)O[C@@H]3C[C@]4(C)[C@H]5CC[C@@H]6[C@H]7[C@H](C(C)C)CC[C@]7(C(=O)O)CC[C@@]6(C)[C@]5(C)CC[C@H]4C(C)(C)C3=O)nn2)[C@H](OC(C)=O)[C@@H](OC(C)=O)[C@@H]1OC(C)=O	91.3	80.9	75.9	81.1	93.3
29	Cc1c(C(C)C)cc(C(C)C)c(CN(C)C)c1C	102.7	111.1	111.3	71.0	122.3
30	CC(=O)Nc1c(Cl)cc2c(c1Cl)Cc1cc(N)ccc1-2	109.5	102.3	103.6	114.4	109.8
31	CC(=O)OC1CCC2(C)C(=CCC3C2CCC2(C)C(C(C)CCCC(C)C)CCC32)C1 (stereo not given)	107.3	113.4	103.0	109.4	108.4
32	O=C(O)c1ccc2c(c1)Cc1ccccc1-2	98.2	98.9	103.7	98.6	104.3
33	Nc1cc(C(=O)O)c(O)c(S(=O)(=O)O)c1	108.5	110.0	112.8	118.9	105.1
34	COc1cccc(C)c1[N+](=O)[O-]	102.0	112.5	108.0	109.0	115.7
35	Cc1cccc(Nc2nc(N)nc(N)c2N)c1	100.5	113.7	102.0	104.2	113.5
36	c1ccc(CSC2(SCc3ccccc3)CCCC2)cc1	102.7	102.2	100.1	87.1	108.3

entry	IGROV1	HCT-116	SK-OV-3	HCT-15
25	-21.9*	12.3	6.7*	5.8*
26	84.3	95.6	93.9	103.0
27	104.6	100.3	100.6	102.2
28	111.5	72.4	90.1	78.7
29	120.5	104.6	108.8	104.3
30	111.4	105.9	111.4	104.0
31	103.1	108.4	112.0	114.9
32	106.6	93.5	116.1	101.6
33	92.0	103.5	109.0	113.7
34	114.2	105.0	110.9	105.7
35	86.6	83.4	104.5	111.9
36	105.2	101.6	104.8	104.6

Continued.
entry	mol	SW-620	OVCAR-4	KM12	HT29	COLO 205
37	CC1(C)C(=O)NC(=O)N1CO	105.1	99.0	175.9	100.9	137.8
38	ClC1=C(Br)C(Br)(Br)C(=C(Br)Br)C1(Br)Br	54.0	99.1	101.4	82.5	57.3
39	O=C1NC2NC(=NCCN3CCOCC3)NC2N1 (stereo not given)	101.7	99.9	104.1	107.8	117.3
40	O=C1/C(=C/C(Cl)=C/c2ccccc2)SC(=S)N1CCc1ccc(O)cc1	4.8*	30.7	-31.6*	1.5*	-9.3*
41	NC(=O)c1cccc(-n2ccc3cc(NC(=O)c4ccc(Cl)c(C(F)(F)F)c4)ccc32)n1	100.3	85.5	96.9	65.0	86.8
42	O=c1[nH]cc(I)c(=O)[nH]1	99.8	106.3	104.6	104.4	90.5
43	Brc1cnc2[nH]cc(-c3nnc(-c4ccccc4)o3)c2c1	86.4	71.3	68.9	74.8	82.9
44	COc1ccccc1Cn1cc(C#N)c(N)c1C(C)=O	109.2	115.8	105.0	100.9	112.1
45	CC(=O)Cc1ccccn1	108.4	105.9	105.2	95.9	132.8
46	Cc1ccc(C)c(C(=O)C(C)C)c1	109.7	95.7	99.4	127.4	103.4
47	C=C[C@@H]1C[C@@H]2Cc3cc(F)ccc3N1O2	111.9	103.6	108.0	/	123.3
48	COc1ccc(-c2nc3c(c(-c4ccc(Cl)cc4)nn3-c3ccccc3)c(-c3ccc(OC)cc3)c2C#N)cc1	103.5	105.2	102.3	77.9	109.6

entry	IGROV1	HCT-116	SK-OV-3	HCT-15
37	119.7	113.8	120.5	110.5
38	101.6	79.9	118.4	79.2
39	105.1	92.3	105.7	100.1
40	-36.6*	-62.3*	34.8	2.9*
41	106.7	78.2	96.2	49.2
42	85.8	96.4	94.8	98.5
43	41.2	55.7	/	55.0
44	109.7	104.6	102.1	102.2
45	106.9	107.0	119.3	98.6
46	123.7	104.2	108.9	99.9
47	121.6	111.6	113.2	104.4
48	109.5	88.4	110.9	92.6

Carrying on.
entry	mol	SW-620	OVCAR-4	KM12	HT29	COLO 205
49	[Cu+].[NH-][C@H]1C[N-]C(=O)[C@H]([C@H]2CCN=C(N)N2)[N-]C(=O)/C(=C\NC(N)=O)[N-]C(=O)[C@H](CNC(=O)C[C@@H](N)CCCN)[N-]C(=O)[C@H](CO)[N-]C1=O	91.7	99.9	100.6	104.2	111.2
50	Nc1c(Br)cc2c(c1Br)Cc1cc(Cl)ccc1-2	98.2	95.1	98.7	111.1	105.9
51	c1ccc(N2CCN(c3nc(-c4cccnc4)nc4sc5c(c34)CCCCCC5)CC2)cc1	105.2	99.1	98.9	100.2	113.3
52	COC(=O)[C@@H](CC(C)C)N1CC=CCN(OCc2ccccc2)S1(=O)=O	103.1	102.5	107.7	86.4	104.1
53	O=C(CN1CCN(c2cc(=O)n(-c3ccccc3)c3ccccc23)CC1)Nc1ccc([N+](=O)[O-])cc1	92.3	65.9	92.9	104.9	106.8
54	COc1cc(/C=C/C(=O)c2cc(-c3ccc(N(C)C)cc3)ccc2O)cc(OC)c1OC	94.3	103.4	105.7	116.2	100.4
55	Cc1nn(-c2ccccc2)c2nc3c(cc12)C(=O)c1ccccc1-3	101.0	106.7	110.9	110.5	117.8
56	CC1(C)NCCC[C@]2(C)[C@H]3C=CC4=C5C[C@](C)(COC(=O)CCC(=O)O)CC[C@]5(C)CC[C@@]4(C)[C@]3(C)CC[C@@H]12	92.4	90.3	102.7	37.5	94.1
57	NC1=Nc2ccccc2N(O)N1	105.2	99.8	104.0	90.6	105.2
58	CC1=C(C(=O)c2ccccc2)CC(c2ccccc2)=NN1	106.6	103.2	101.9	97.3	182.7
59	C[C@]12CC[C@@H]3c4ccc(OS(=O)(=O)O)cc4CC[C@H]3[C@@H]1CC[C@@H]2NS(=O)(=O)c1cccc(C(F)(F)F)c1	104.4	106.2	95.5	111.6	109.8
60	CC(C)CCOc1ccc(-c2n[nH]c(C(F)(F)F)c2-c2cncc(C#N)c2)c(O)c1	14.3	20.5	7.9*	48.9	49.0

entry	IGROV1	HCT-116	SK-OV-3	HCT-15
49	108.5	97.4	71.3	100.0
50	84.3	97.1	82.5	109.4
51	118.6	103.0	113.0	99.8
52	101.8	92.1	87.9	99.0
53	84.3	92.6	99.3	95.1
54	85.2	97.6	94.2	100.0
55	119.7	99.8	145.2	104.1
56	82.6	23.2	120.4	92.0
57	105.4	93.3	90.9	104.8
58	94.5	86.6	114.6	87.4
59	86.1	91.8	96.8	95.7
60	46.9	2.4*	-7.9*	12.0

Continued.
entry	mol	SW-620	OVCAR-4	KM12	HT29	COLO 205
61	Cn1ncc(CC(=O)O)c1-n1nnc2cc(Cl)ccc2c1=O	102.9	94.6	102.1	102.8	118.2
62	COc1cc(/C=N/NC(=S)NNC(=S)Nc2ccccc2)cc(OC)c1OC	102.3	98.2	95.7	105.0	105.5
63	CC(=O)c1ccc(NNc2ccccc2)cc1	65.5	101.6	65.3	67.8	110.6
64	c1ccc2c(c1)C(=NCCCN1CCCCCC1)c1cccn1-2	92.9	97.2	94.5	84.0	106.2
65	Cc1ccc(Nc2nc(C)c(C(/C=C/c3ccc4c(c3)OCO4)=N/Nc3ccc([N+](=O)[O-])cc3[N+](=O)[O-])s2)c([N+](=O)[O-])c1	95.8	102.9	90.1	94.2	/
66	CS(=O)c1nccc(-c2c(-c3ccc(F)c(OCc4ccccc4)c3)nc3sccn23)n1 (stereo not given)	87.9	102.0	77.0	89.5	105.7
67	Cc1ccc(-n2cc(C=O)c(-c3ccc(S(C)(=O)=O)cc3)n2)cc1	91.0	102.0	72.3	94.9	113.1

entry	IGROV1	HCT-116	SK-OV-3	HCT-15
61	103.1	99.5	111.1	107.1
62	92.0	95.7	113.8	94.6
63	83.2	81.6	85.1	64.5
64	69.8	89.0	87.3	86.5
65	93.2	88.6	98.8	93.1
66	68.7	63.6	113.7	74.8
67	83.0	75.3	95.8	50.7
